MPTP block: mitochondrial permeability transition pore inhibitors, primary screen, biochemical, isolated mouse mitochondria, absorbance; Ca2+ swelling absorbance, 30 min; inhibition, % at 10 µM; 360,000 compounds, 1.4% hits; AID 602449, 2012;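 active means inhibition of 50% or more, scaled per plate between neutral and stimulator controls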;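 further: 0% = DMSO wells given calcium and 100% = 1 mM EGTA wells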
EBI2 block: EBI2 receptor antagonists, beta-arrestin recruitment, primary screen, cell-based, luminescence, 7a,25-OHC stimulation, uHTS; 7a,25-OHC stimulated; G-protein coupled receptor 183 (Homo sapiens), P32249; 360,000 compounds, 0.81% hits; inhibition, % at 5 µM; in the data active means inhibition above about 38%;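 further: enzyme fragment complementation signal reports receptor beta-arrestin coupling in cells; 0% = agonist plus DMSO wells and 100% = wells without agonist; some results beyond the cut were filed as inactive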
APOBEC3A inh: APOBEC3A ssDNA deaminase inhibitors, primary screen, selectivity assay for APOBEC3G inhibitor project, biochemical, FAM/TAMRA oligo cleavage fluorescence; DNA dC->dU-editing enzyme APOBEC-3A (Homo sapiens), P31941; recombinant A3A, FAM/TAMRA ssDNA deamination fluorescence; inhibition, % at 20 µM; 330,000 compounds, 0.41% hits; AID 493011, 2011;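 active means at least 40% inhibition at 20 µM here, with at most 30% in a related deaminase screen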;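 further: plate controls were A3A with DMSO for no effect and wells lacking A3A enzyme for full effect; some results filed as inactive read as strong as hits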
Target sequence (P31941 whole entry, looked up): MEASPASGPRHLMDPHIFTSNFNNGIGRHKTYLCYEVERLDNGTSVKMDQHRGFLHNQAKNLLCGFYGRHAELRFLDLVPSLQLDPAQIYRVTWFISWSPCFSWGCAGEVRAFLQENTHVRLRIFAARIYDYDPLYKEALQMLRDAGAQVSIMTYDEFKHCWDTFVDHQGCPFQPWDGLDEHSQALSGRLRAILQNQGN
A3G deaminase: APOBEC3G DNA deaminase inhibitors, primary screen, biochemical, fluorescence, single-stranded DNA substrate, uHTS | DNA dC->dU-editing enzyme APOBEC-3G (Homo sapiens), Q9HC16 | recombinant A3G, ssDNA deamination FAM/TAMRA fluorescence | inhibition, % at 20 µM | 330,000 compounds, 0.28% hits | AID 493012, 2011;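 active means inhibition of at least 40% at 20 µM, with no more than 30% in the related APOBEC3A deaminase screen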;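 further: plate controls were DMSO wells with A3G for no effect and wells lacking A3G enzyme for full effect; some compounds called inactive have numbers as strong as hits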
Target sequence (Q9HC16 whole entry, looked up): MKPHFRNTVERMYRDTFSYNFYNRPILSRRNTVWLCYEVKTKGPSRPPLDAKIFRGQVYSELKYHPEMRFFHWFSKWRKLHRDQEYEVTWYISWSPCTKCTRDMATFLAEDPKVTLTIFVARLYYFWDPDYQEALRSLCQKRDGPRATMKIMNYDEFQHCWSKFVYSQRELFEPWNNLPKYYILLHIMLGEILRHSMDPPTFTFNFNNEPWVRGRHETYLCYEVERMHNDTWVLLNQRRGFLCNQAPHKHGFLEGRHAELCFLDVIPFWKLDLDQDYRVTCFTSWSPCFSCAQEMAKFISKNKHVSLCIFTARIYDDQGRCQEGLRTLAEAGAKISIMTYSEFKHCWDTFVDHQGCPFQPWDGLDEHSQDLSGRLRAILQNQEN
Gli-Sufu block: Gli-Sufu pathway antagonists, primary screen, luciferase luminescence, Sufu-KO-LIGHT cells, uHTS | AID 588413, 2011 | 340,000 compounds, 0.74% hits | inhibition, % at 5 µM | Sufu-KO-LIGHT fibroblasts, Gli luciferase reporter luminescence;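 active means inhibition above about 55%, limit read from the data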;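 further: 0% = DMSO-treated cells and 100% = wells with medium but no cells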
NR3A LBD binder: binders of NR3A ligand-binding domain, primary screen, biophysical, differential scanning fluorimetry, uHTS; Tm shift relative to glycine control, % at 25 µM; NR3A LBD differential scanning fluorimetry, Tm shift; 0% = protein alone, 100% = glycine-bound protein; 340,000 compounds, 2.5% hits; Glutamate receptor ionotropic, NMDA 3A (GRIN3A) ligand-binding domain;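 active means melting temperature shift of at least 10% of the positive control shift, at one fixed dose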
CXCR6 block: CXCR6 receptor inhibitors, primary screen, cell-based, beta-arrestin, luminescence, CHO-K1 PathHunter, 1536-well | C-X-C chemokine receptor type 6 (Homo sapiens), O00574 | inhibition, % at 20 µM | 360,000 compounds, 0.36% hits; in the data active means inhibition above about 34%, passing the limit was not always enough;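 further: antagonist mode with CXCL16 agonist at 10 nM final; 0% = 10 nM CXCL16 with DMSO and 100% = unstimulated wells without agonist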
CCR6 antagonist: CCR6 receptor antagonists, primary screen, cell-based, CHO-K1, luminescence, beta-arrestin, uHTS | CHO-K1 CCR6 PathHunter beta-arrestin, CCL20-stimulated | inhibition, % at 20 µM | 340,000 compounds, 0.49% hits | AID 493098, 2011;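 active means compounds whose inhibition of the agonist-driven luminescence signal at 20 µM reaches about 50%, limit read from the data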;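 further: cells stimulated with CCL20 at 14 nM final; plate controls were DMSO with CCL20 for no effect and DMSO without agonist for full effect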
Target sequence (P51684 whole entry, looked up): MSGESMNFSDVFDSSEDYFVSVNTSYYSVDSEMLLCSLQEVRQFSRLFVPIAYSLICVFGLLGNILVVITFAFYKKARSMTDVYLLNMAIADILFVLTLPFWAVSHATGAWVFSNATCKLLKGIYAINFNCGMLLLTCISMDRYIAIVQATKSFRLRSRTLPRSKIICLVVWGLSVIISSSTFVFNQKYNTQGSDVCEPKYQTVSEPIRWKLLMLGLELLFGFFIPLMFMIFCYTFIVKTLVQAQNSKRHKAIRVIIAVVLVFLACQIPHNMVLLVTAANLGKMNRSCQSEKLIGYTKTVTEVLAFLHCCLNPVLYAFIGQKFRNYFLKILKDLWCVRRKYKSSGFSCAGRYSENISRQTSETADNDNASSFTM
* hit, by the source's call; . = not tested or not shown.

Sequence of screens: MPTP block, EBI2 block, APOBEC3A inh, A3G deaminase, Gli-Sufu block, NR3A LBD binder, CXCR6 block, CCR6 antagonist
(1) Cc1ccc(NC(=O)CCCC(=O)O)c(Br)c1
  0.4, -4.2, -2.9, -0.7, 1.5, -1.6, 0.4, 1.4
(2) O=C(c1ccccc1)c1n[nH]c(-c2ccccc2)cc1=O
  -0.6, -14.2, 0.4, -7.6, -2.6, -0.6, 8.2, 1.9
(3) COc1cc(O)c(C(CC(=O)N2CCCCC2)c2ccc(N(C)C)cc2)c(OC)c1 (stereo not given)
  0.1, 1.6, -4.7, -13.5, 8.0, 0.5, -1.9, 0.0
(4) O=C(NNC(=S)NCC1CCCO1)c1ccc(S(=O)(=O)N2CCOCC2)cc1 (stereo not given)
  -0.4, 1.5, -3.3, -3.8, 6.8, 0.6, -3.7, 1.3
(5) CCOc1ccc(N(CC(=O)Nc2ccc(C)cc2)S(=O)(=O)c2c(C)[nH]c(=O)[nH]c2=O)cc1
  1.9, -0.7, -3.6, -4.8, 10.4, 1.7, 2.9, -0.8
(6) COCCn1c(C)cc(C2=NNC(=Nc3ccc(OC)cc3)SC2)c1C
  0.4, 4.5, -5.3, -5.9, -2.1, 1.5, 2.5, 4.2
(7) COCCn1c(SCC(=O)NC(=O)NC(C)(C)C)nc2ccccc21
  -0.6, 0.8, 3.4, -2.6, 2.4, -0.1, -4.0, 5.4
(8) CC(C)(C)OC(=O)N1CCCN(C(=O)Nc2cccc(Cl)c2)CC1
  0.9, 3.3, -1.3, -3.8, -18.5, -1.7, -10.1, -4.4
(9) CN1CCN(CC(=O)Nc2ccccc2C(F)(F)F)CC1
  1.5, 3.8, 0.5, -2.9, 6.5, 0.5, 10.1, 6.4
(10) CCn1cc(C(=O)N[C@H](C(=O)NCCCN2CCOCC2)C(C)C)c(=O)c2cc3c(cc21)OCO3
  -1.1, -2.9, -2.1, -3.1, 29.6, 0.4, -7.4, -3.5
(11) O=C(COC(=O)/C=C/c1ccc(F)cc1)Nc1nnc(-c2ccccc2)o1
  -1.5, -17.9, -3.8, -7.1, -7.4, -5.2, 1.3, -0.1
(12) CCc1ccc(CN2CCCC(CNC(=O)c3cccc(OC)c3OC)C2)cc1 (stereo not given)
  0.7, 0.6, 0.4, 0.4, 30.9, 1.4, 2.1, 31.8
(13) Cc1ccc(S(=O)(=O)NCC(c2ccc3c(c2)OCO3)N2CCN(c3ccccc3)CC2)cc1 (stereo not given)
  1.4, 13.0, -6.0, -4.7, 13.8, 2.2, 1.6, 10.9
(14) O=C(NC1CC1)c1cccc(NC(=O)C2CCCCC2)c1
  -0.8, -1.9, ., ., 5.9, -0.1, 1.7, 5.8
(15) Cc1ccc(CNC(=O)CSc2nnc(CNC(=O)c3ccccc3)o2)cc1
  -0.3, -12.8, -2.7, -0.6, 2.7, -0.3, -3.4, 8.4
(16) CS(=O)(=O)n1nc(OC(=O)c2cccc3ccccc23)cc1N
  -1.1, -5.1, 2.8, -0.4, -10.1, -0.1, -3.2, -9.0
(17) Cc1cc(C)n(-c2ccc(C)c(Cl)c2)n1
  0.2, 0.1, 2.2, 0.5, -12.4, -6.1, -4.2, 1.8
(18) NC(=O)CN1C(=O)C2C3c4ccccc4C(c4ccccc43)C2C1=O (stereo not given)
  -2.1, -5.4, 2.0, 3.6, -15.7, 0.0, -10.3, 1.5
(19) O=C(CNC(=O)C1CCCCC1)OCn1nnc2ccccc2c1=O
  1.1, -3.8, -7.8, 0.9, -10.8, -1.0, -2.4, -9.1
(20) CCOC(=O)C1CCN(C(=O)c2cccc(S(=O)(=O)N(C)C3CCCCC3)c2)CC1
  -2.5, -0.8, 3.0, 3.9, -4.3, 3.2, 1.0, 14.4

Compound profiles, from the list above.
Profile of CCn1cc(C(=O)N[C@H](C(=O)NCCCN2CCOCC2)C(C)C)c(=O)c2cc3c(cc21)OCO3 : MPTP block = -1.1; EBI2 block = -2.9; APOBEC3A inh = -2.1; A3G deaminase = -3.1; Gli-Sufu block = 29.6; NR3A LBD binder = 0.4; CXCR6 block = -7.4; CCR6 antagonist = -3.5
Profile of NC(=O)CN1C(=O)C2C3c4ccccc4C(c4ccccc43)C2C1=O (stereo not given) : MPTP block = -2.1; EBI2 block = -5.4; APOBEC3A inh = 2.0; A3G deaminase = 3.6; Gli-Sufu block = -15.7; NR3A LBD binder = 0.0; CXCR6 block = -10.3; CCR6 antagonist = 1.5

Continued:
Sequence of screens: MPTP block, EBI2 block, APOBEC3A inh, A3G deaminase, Gli-Sufu block, NR3A LBD binder, CXCR6 block, CCR6 antagonist
(21) Cc1ccc(NC(=O)c2cccc3c2-c2ccccc2C3=O)cc1C
  8.8, 12.1, -1.9, -5.8, 4.2, -7.2, 4.1, 16.7
(22) O=C(NC1(C(F)(F)F)NC(=O)N(Cc2ccco2)C1=O)c1cccnc1 (stereo not given)
  1.3, 4.5, -0.6, 6.1, -0.7, 0.5, -8.6, 14.3
(23) CCC(=O)Nc1ccc(/C(C)=N\NS(=O)(=O)c2ccc(C)cc2)cc1
  -1.5, -3.6, -3.7, -4.1, -0.1, -1.0, 8.5, 6.8
(24) CN1CCN(c2oc(-c3ccccc3)nc2S(=O)(=O)c2ccccc2)CC1
  0.7, -5.8, -5.6, -5.6, 6.9, 0.5, 1.3, -3.6
(25) COc1ccc(C(=O)CCC(=O)O)c(C)c1
  0.1, -11.6, 0.7, 7.1, -3.7, -2.7, -5.7, -3.6
(26) CCN(C(=S)NCc1ccccc1)c1ccccc1
  3.4, -2.9, 2.4, -9.6, -2.9, -0.2, 0.7, 18.1
(27) CCOc1ccc(Br)cc1/C(C)=N\NC1=NCCN1
  107.6*, -5.1, -1.1, -6.2, 4.8, -1.4, -4.6, 5.6
(28) Cc1ccc(/C=C/C(=O)N(Cc2cccs2)C2CCS(=O)(=O)C2)cc1 (stereo not given)
  0.6, 1.9, -4.5, -9.3, -2.9, -0.4, 3.2, 5.5
(29) CCCc1nnc(NC(=O)CCC(=O)N2CCN(S(=O)(=O)c3ccc(C)cc3)CC2)s1
  1.6, 11.8, 0.4, -5.7, 4.8, 0.2, -2.7, 5.4
(30) COc1ccc(C2CC(=O)c3cnc(NC(=O)c4ccccc4OC)nc3C2)c(OC)c1 (stereo not given)
  0.9, 6.8, -0.7, -2.6, 8.9, 0.7, 8.4, -4.8
(31) CCOc1ccc(NC(=O)C2CCN(S(=O)(=O)c3c(C)n[nH]c3C)CC2)cc1
  4.7, -5.1, 2.1, 28.1, -3.5, -2.7, 1.5, 14.7
(32) CC1Cc2cc(S(=O)(=O)N3CCC(C(=O)N4CCCCC4)CC3)ccc2N1C(=O)C1CC1 (stereo not given)
  1.0, -1.0, -1.8, -3.0, 23.4, -2.6, -6.6, 15.0
(33) CCN(CCCNC(=O)Cn1cc2c(n1)CCCC2)c1cccc(C)c1
  -0.8, -4.7, -3.4, -9.2, 6.7, 0.5, 4.4, 10.0
(34) Cc1ccnc(NS(=O)(=O)c2ccc3ccccc3c2)n1
  1.1, -2.0, -6.1, -5.1, 27.3, -0.2, 5.7, -4.6
(35) COc1ccccc1NS(=O)(=O)c1cccc(C(=O)NCC2(N(C)C)CCCCC2)c1
  -1.1, -2.9, 0.2, -2.1, 9.0, -0.3, 1.8, 8.5
(36) O=C1OC(c2ccc(Cl)cc2)/C(=C(/O)c2ccccc2)C1=O (stereo not given)
  4.4, -4.2, 1.8, -6.1, 6.4, 2.3, 0.6, -15.6
(37) CCOC(=O)c1sc2nc(C)nc(Nc3ccccc3)c2c1C
  1.3, 6.7, -2.6, -4.5, 7.8, -0.9, 2.0, -3.8
(38) Cc1cc(C)c2oc(C(=O)N(Cc3ccccc3)C3CCS(=O)(=O)C3)cc(=O)c2c1 (stereo not given)
  0.8, -12.2, -2.2, -4.2, 8.6, -1.7, -0.4, 10.1
(39) O=C(CCCc1ccccc1)NC1CC1
  -1.2, -16.5, -3.6, -8.2, -11.4, -2.4, -9.6, -0.6
(40) COc1ccc(/C=N/Nc2nc(-c3ccc(Cl)cc3)cc(C(F)(F)F)n2)c(OC)c1
  1.3, 2.8, 0.7, -3.3, -2.2, 3.1, 4.4, 6.0
(41) CCCNc1nc(C)cc(-c2cc(C(=O)NCc3ccccc3)on2)n1
  0.6, -4.3, -0.7, -2.2, -5.0, 2.2, 4.4, 11.5
(42) COC(=O)c1ccccc1NC(=O)CN(C)S(=O)(=O)c1ccc(OC)c(C)c1
  0.4, -6.4, 1.8, -2.8, 2.5, 6.4, -2.7, -0.7
(43) O=C(O)c1ccc(Oc2c(C(F)(F)F)oc3cc(O)ccc3c2=O)cc1
  0.6, 3.2, 5.8, -3.9, 32.8, -1.6, 1.1, 13.3
(44) O=C1CN(C(=O)c2ccc(Cl)c([N+](=O)[O-])c2)c2ccccc2N1
  0.5, -16.2, -2.0, -6.6, 0.4, 1.6, 2.9, 3.9
(45) CSc1nsc2nc(=O)c(/C=C3\C(C)=Nc4ccc(C)cc43)c(N)n12
  3.0, 0.5, 1.7, -7.7, -19.1, 21.3*, 6.5, 24.9
(46) O=C(NCCCN1CCCC1=O)[C@H](CSCc1ccccc1)N1Cc2ccccc2C1=O
  -0.4, 1.1, 6.3, 3.6, 4.6, -0.7, -4.1, 12.6
(47) CCN1CCN(Cc2cccc(Oc3ccc(Cl)cc3)c2)CC1
  0.8, 3.0, 1.2, -5.8, 13.4, -1.5, 3.4, 13.8
(48) Cn1nc(C(=O)NNC(=O)CCc2ccccc2Cl)c2ccccc2c1=O
  -0.9, -16.9, -0.8, -8.8, -6.5, 0.7, 4.9, -5.9
(49) Cc1ccccc1Nc1ncnc(N)n1
  -0.3, -7.5, 3.1, -0.7, -2.6, -1.6, -8.7, 2.0
(50) Cc1nn(CC(=O)NNC(=S)Nc2ccccc2)c(C)c1[N+](=O)[O-]
  -1.8, -2.0, -3.1, -4.7, -0.1, -2.0, 10.5, -1.4
(51) CCOc1ccc2nc(NC(=O)C3=NNC(=O)CC3)sc2c1
  -3.2, 0.6, -2.9, -15.2, -66.6, 0.3, -0.2, 8.7
(52) CCN1C(=O)/C(=C2\C=Cc3cc(C)ccc3N2CC)OC1=S
  2.8, -6.0, 1.6, -1.0, -20.8, 0.7, 5.9, 1.3
(53) COc1cc(OC)c(OC)cc1/C=N/Nc1ncnc2c1[nH]c1ccccc12
  1.8, -23.5, 1.1, -0.1, 1.9, 0.2, -1.3, 7.5
(54) COc1ccc(NC(=O)C2C(=O)N(CCO)C3(C)CC2c2ccccc2O3)cc1 (stereo not given)
  -5.8, 0.1, -0.4, -2.9, 4.5, 0.9, -2.2, 1.0
(55) CC(C)C(=O)NC(C)C(c1cccs1)N1CCN(C)CC1 (stereo not given)
  -1.7, -11.9, -0.3, -2.8, 5.3, -1.2, -2.7, 4.6
(56) CCOC(=O)c1cnn(-c2ccc(C(C)C)cc2)c1NC(=O)C1CCC1
  -3.1, 0.8, 10.1, 0.9, -24.4, -1.7, -8.4, 11.8
